# High-throughput results (PubChem BioAssay)
# FEN1 inhibitor: inhibitors of human flap endonuclease 1; Potency, µM (titrated, usually from 114 µM), without a hit: top-dose activity change, negative = inhibition, hits mostly inhibitors; P39748; Recombinant FEN1 flap cleavage, fluorescence, 15 min; 390,000 compounds, 0.35% hits; also: nearly all actives have a fitted effect of over 65% in size
# Target sequence (P39748 whole entry, looked up): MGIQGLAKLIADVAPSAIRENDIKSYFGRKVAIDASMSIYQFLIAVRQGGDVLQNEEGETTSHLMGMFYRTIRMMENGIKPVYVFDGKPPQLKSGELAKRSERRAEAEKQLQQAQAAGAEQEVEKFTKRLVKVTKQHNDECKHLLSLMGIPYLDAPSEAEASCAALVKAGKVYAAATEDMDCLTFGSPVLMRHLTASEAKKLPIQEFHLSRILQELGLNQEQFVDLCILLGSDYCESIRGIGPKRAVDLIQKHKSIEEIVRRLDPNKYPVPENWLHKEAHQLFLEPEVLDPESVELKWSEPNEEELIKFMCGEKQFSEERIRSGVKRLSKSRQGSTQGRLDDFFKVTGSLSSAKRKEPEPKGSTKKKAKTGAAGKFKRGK
#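 FEN1 at 10 nM preincubated with compounds 15 min at room temperature, then flap DNA substrate added at 50 nM final. Signal read at 0 and 15 min; concentration-response fitted with four-parameter Hill equation.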
# KAT2A inh: inhibitors of human GCN5L2 histone acetyltransferase; GCN5L2 HAT assay, ThioGlo1 CoA-SH fluorescence; Potency, µM (highest dose often 58.9 µM), for the others: at the highest dose activity change, negative = inhibition, actives largely listed as inhibitors; 390,000 compounds, 0.21% hits; AID 504327
#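 Preincubate 20nM GCN5L2 with compound 15 min, RT → add 50uM ThioGlo1 + 75uM H3(1-25) + 70uM acetyl-CoA → read fluorescence 0 and 20 min. Primary qHTS; fluorescent artifacts likely.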
# TDP1 cell CPT: growth inhibition of DT40 Tdp1-/-;hTDP1 cells with camptothecin (screen for TDP1 inhibitors); chicken DT40 Tdp1-/-;hTDP1 cells + 20 nM CPT, ATP luminescence, 48 h; Potency, µM (top dose mostly 46.2 µM), without a hit: at the highest dose activity change, negative = growth inhibition, most hits filed as inhibitors; 420,000 compounds, 12% hits; AID 686979; also: nearly all actives have a fitted effect of over 55% in size
#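 Chicken DT40 Tdp1-/- cells complemented with human TDP1, 400 cells/well, exposed to compounds plus 20 nM camptothecin for at least 48 h at 37 C; viability read as ATP content by CellTiter-Glo luminescence.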
# Active calls of the source: *; ? = inconclusive; . = no result given; & = joins results of further samples; [ ] = dose if it differs, or a comment. Calls follow the shape of the dose curve; as a rule, active = well fitted curve in the direction sought with a large enough effect; inconclusive = small, poorly fitted or top-dose-only effect, or another doubt; inactive = no such curve, though single readings can be large; an effect the other way counts as inactive or inconclusive. % is scaled to controls: 0 for no effect and ±100 for the full control effect; potency is read from the fitted curve at half-maximal effect. Some of the compounds tested; rates above refer to the full screens.
compound	FEN1 inhibitor	KAT2A inh	TDP1 cell CPT
Fc1ccc(-n2c(-c3ccc4ccccc4n3)n[nH]c2=S)cc1	-1%	1%	9%
O=C(NNC1=Nc2ccccc2SC1)c1ccccc1F	1%	-5%	?
CC(C)[C@H](NC(=O)OC(C)(C)C)C(=O)N1CCC(C(=O)N[C@@H](C)C(=O)Nc2ccc(F)cc2)CC1	17%	0%	-16%
N#CCCN(CCC#N)c1nnc(-c2ccccc2)s1	0%	-1%	2%
N#Cc1nc(Cc2cccc3ccccc23)oc1NCCN1CCOCC1	-6%	-4%	-11%
CCOC(=O)c1c(C)nc2c(c(SC)nn2-c2ccccc2)c1N	-11%	-3%	-14%
O=C(N1CCCC1)C12CC3CC(C1)CC(C(=O)N1CCCC1)(C3)C2	-1%	-4%	0%
O=c1c([N+](=O)[O-])c(N2CCOCC2)c2ccccc2n1-c1ccccc1	34%[activator]	-2%	?
COc1ccc(C(C)=O)cc1CSc1ccc(S(=O)(=O)N2CCOCC2)cn1	-14%	-3%	?
COc1ccccc1CN(Cc1c(Cl)cccc1Cl)S(=O)(=O)c1ccc(Br)cc1	-1%	12%	16µM*
O=C(CSc1ncn[nH]1)c1ccccc1	-5%	?	-6%
O=C(O)c1cc(-c2ccc(/C=N/N3C(=O)C4C5C=CC(C6CC56)C4C3=O)o2)ccc1Cl (stereo unspecified)	2%	-1%	13%
C/C(=C\c1ccccc1)CN1CCN(C)CC1	0%	-12%	-14%
Cc1cc2nnc(SCC(=O)N3CCCCC3)n2c(N)n1	2%	-5%	7%
C[C@H]1COC(=O)[C@@H](CC(=O)OC(C)(C)C)C/C=C\C[C@H](CC(=O)NCCO)C(=O)N1	18%	-4%	2%
CCCn1cc(C(CC(=O)O)C(=O)O)c2ccccc21 (stereo unspecified)	-3%	-1%	-18%
COc1ccc(N(CC(=O)Nc2ccccc2Cl)S(=O)(=O)c2ccc(C)cc2)cc1OC	-5%	-9%	-20%
Cc1ccc(-c2ccc(=O)n(Cc3cc(C)ccc3C)n2)cc1	?	-2%&-8%	?
CCOC(=O)C1CCN(C(=O)c2ccc(CNS(=O)(=O)c3ccc(OC)cc3)cc2)CC1	-13%	-7%	-18%
O=C(NC(Cc1ccccc1)C(=O)O)/C(=C/c1cccc([N+](=O)[O-])c1)NC(=O)c1ccco1 (stereo unspecified)	-3%	0%	12%
CCSc1nc(C)cc(C)c1S(=O)(=O)c1ccccc1C	8%	-1%	?
Cc1ccccc1-n1c(-c2cccnc2)n[nH]c1=S	-4%	.	9%
CC1/C(=C\c2ccc(Cl)cc2)C(=O)C2CC1C2(C)C (stereo unspecified)	5%	-1%	-8%
COc1ccccc1NC(=O)CC(=O)c1cccc([N+](=O)[O-])c1	-5%	-5%	9%
O=C(CCCN1C(=O)S/C(=C/C=C/c2ccccc2)C1=O)Nc1ccc(C(=O)O)cc1	13%	-16%	-14%
CC(Oc1ccc(Br)cc1)c1nc2c3ccccc3nc(=S)n2[nH]1 (stereo unspecified)	12%	-13%	?
O=C1[C@H]2CC3CCC2(O3)[C@@H]2OCCCN12 (stereo partly specified)	-2%	-2%	1%
O=C(NCC(=O)N1CCc2ccccc2C1)c1ccccc1Cl	3%	-6%	6%
C=CCN1C(=O)CSc2ccc(C(=O)NCc3cccs3)cc21	-8%	-19%	-3%
Cc1[nH]nc2c1C(C1CC=CCC1)C(C#N)=C(N)O2 (stereo unspecified)	-7%	-6%	21µM*
CC(=O)N1CC(C)Sc2ccc(S(=O)(=O)NC3CCCCC3C)cc21 (stereo unspecified)	-15%	-7%	?
C/C(=N\O)c1c(O)cc(-c2ccccc2)n(-c2ccccc2)c1=O	5%	-3%	-2%
COC(Cc1n[nH]c(=S)n1-c1ccc(Cl)cc1)OC	4%	0%	7%
N#Cc1ccc(OCCOCCNC2CCCC2)cc1	-6%	-7%	20%
COc1ccc(-c2cc(=O)c3ccccc3n2C)cc1	5%	-6%	-25%
CN(C)S(=O)(=O)c1ccc(N)c([N+](=O)[O-])c1	-10%	-17%	-4%
O=C1NN=C(c2ccccc2)CC1c1ccc(Cl)cc1Cl (stereo unspecified)	-3%	-5%	?
COc1ccc(NC(=O)c2cc3c(=O)n(Cc4cccnc4)ccc3nc2C)cc1Cl	3%	0%	-18%
O=C(NC1=NCCS1)c1ccc(Cl)cc1	4%	?	-4%
O=c1c2[nH]cnc2n(-c2cccc(Br)c2)c(=O)n1Cc1ccccc1	12%	-3%	?
CCN1CCN(S(=O)(=O)c2ccc(Cl)c(C(=O)Nc3cc(Cl)ccc3N3CCOCC3)c2)CC1	-20%	-13%	?
CCCCn1c(=N)n(CC(O)COc2ccccc2)c2ccccc21 (stereo unspecified)	-3%	-6%	12µM*
CC(NS(=O)(=O)c1ccccc1)c1n[nH]c(=S)n1-c1ccccc1 (stereo unspecified)	4%	0%	3%
COC(=O)c1ccc(S(=O)(=O)c2ccc(C(=O)OC)s2)s1	3%	-4%	3%
CCC1Oc2ccc(C)cc2N(CC(=O)N(Cc2cccnc2)Cc2cccc(F)c2)C1=O (stereo unspecified)	-1%	2%	18µM*
Cc1ccc(NC(=O)CSC(C)C(=O)OCC(=O)N2CCN(C(=O)c3ccco3)CC2)cc1 (stereo unspecified)	-2%	0%	-9%
N#Cc1ccc(NC(=O)Nc2cccc(C#N)c2)cc1	-18%	-5%	6.5µM*
COc1ccc(CCC(=O)NCc2cn3ccccc3n2)cc1	6%	-7%	2%
COc1cccc(-n2nnnc2SCC(=O)Nc2nc3c(s2)CCCC3)c1	-12%	-8%	?
CN1/C(=C\C=N\NC(=O)c2ccccc2Br)C(C)(C)c2ccccc21	-3%	-16%	-26%

# Next section
compound	FEN1 inhibitor	KAT2A inh	TDP1 cell CPT
FC(F)(F)c1ccc(NCc2ccccn2)nc1	17%	10%	-17%
Cc1ccc(C)c(-n2ccnc2SCC(=O)c2c(N)n(C3CC3)c(=O)[nH]c2=O)c1	4%	-2%	?
CN(CC(=O)Nc1ccccc1Cl)C(=O)COC(=O)c1ccc([N+](=O)[O-])cc1Cl	-3%	-14%	-3%
COc1ccccc1NC(=O)C(C)N(C)CC(=O)Nc1cccc2ccccc12 (stereo unspecified)	4%	-6%	?
COc1ccc(C(=O)OC/C(O)=C(\C#N)c2nc3ccccc3[nH]2)cc1S(=O)(=O)N1CCOCC1	-7%	-1%	-22%
Cc1ccccc1CNC(=O)Cn1ccc2cc(S(=O)(=O)N3CCCCCC3)ccc21	-4%	-4%	?
CC1(C)CC[C@]2(C(=O)O)CC[C@]3(C)C(=CC[C@@H]4[C@@]5(C)CC[C@H](O)C(C)(C)[C@@H]5CC[C@]43C)[C@@H]2C1	13%	35%[activator]	?
Cc1ccccc1N1CCN(CC(=O)Nc2nccs2)CC1	8%	0%	-21%
O=C(N=C1SC2CS(=O)(=O)CC2N1Cc1ccc(F)cc1)C1CC1 (stereo unspecified)	2%	-1%	-16%
O=C(O)c1ccc(Cl)c(S(=O)(=O)Nc2ccc(S(=O)(=O)N3CCCC3)cc2)c1	-2%	-3%	10%
CCc1nn(CC(=O)N2CCN(c3cccc(OC)c3)CC2)c(=O)c2cc3occc3n12	12%	4%	-10%
CC(=O)Nc1cccc2c1C(=O)N(c1ccccc1OC(C)=O)C2=O	2%	-4%	-2%
CN(C)S(=O)(=O)c1ccc(C(=O)Nc2nnc(SCc3cccc4ccccc34)s2)cc1	13%	-9%	-23%
O=C(c1ccccc1Cl)N(Cc1ccccc1F)N1C(=O)CCCC1=O	-2%	-4%	2%
CCc1nnc(NC(=O)CSc2nc(-c3ccccc3)cc(-c3ccc(OC)cc3)c2C#N)s1	8%	-4%	23µM*
Cc1cccc(C)c1NC(=O)C(C)N1CCCCC1 (stereo unspecified)	-1%	-2%	-1%
CC1CN(C(=O)Cn2cc(SCC(=O)N3CCOCC3)c3ccccc32)CC(C)O1 (stereo unspecified)	-7%	2%	-14%
COc1ccc(NC(=O)c2ccc(Br)o2)cc1	1%	14%[88.6 µM]	?
Cc1ccc(N=C2C(=O)Nc3c(C)cccc32)cc1	14%	-2%	-5%
COc1cc(OC)cc(C(=O)N(Cc2ccco2)c2c(N)n(Cc3ccccc3)c(=O)[nH]c2=O)c1	3%	.	-24%
COc1ccc(N2CCN(C(=O)CCS(=O)(=O)c3ccc4c(c3)CCN4C(=O)C3CC3)CC2)cc1	13%	-9%	?
Cc1ccc(-n2nnc3c(=O)n(CC(=O)N4CCOCC4)cnc32)cc1	-1%	1%	-10%
CCc1nc(SCC(=O)NCCc2ccccc2)c2oc3ccccc3c2n1	-5%	0%	21µM*
CCCOc1ccc(C(=O)CCC(=O)NNC(=O)c2ccncc2)cc1	5%	0%	7%
O=C(c1[nH]ncc1-c1ccc(Cl)cc1)C1CO1 (stereo unspecified)	4%	-19%	1µM*
Cc1cc(C)c(NC(=O)COC(=O)c2cccc3c2C(=O)c2ccccc2C3=O)c(C)c1	2%	-8%	?
CC(=O)c1ccc(S(=O)(=O)NCCC(=O)OC(C)C(=O)Nc2ccc(F)cc2)cc1 (stereo unspecified)	2%	-1%	-13%
CCOC(=O)N1CCN(C(c2ccc(C(C)C)cc2)c2sc3nc(C)nn3c2O)CC1 (stereo unspecified)	-4%	2%	-11%
CN(C)C(=O)/C(=C/c1cn(-c2ccccc2)nc1-c1cccc([N+](=O)[O-])c1)NC(=O)c1ccccc1	-1%	-4%	-1%
O=C(O)CC12CC3CC(C1)CC(n1ncc(NCc4ccc(F)cc4Cl)c(Cl)c1=O)(C3)C2	0%	0%	-18%
C/C(=N/N=C/c1ccccc1O)c1ccccc1O	-1%	-18%	-7%
COc1cc(NC(=O)COC(=O)Cn2cnc3c2c(=O)n(C)c(=O)n3C)cc(OC)c1	-13%	-4%	0%
O=c1c(-c2cccs2)nc2cnc(N3CCNCC3)nc2n1Cc1cccs1	.	?	7.3µM*
O=C(CO)N/N=C/c1cccc(Cl)c1Cl	0%	0%	-12%
Cc1cnc(NC(=O)Cc2ccc(Br)cc2)s1	-6%	-3%	2%
CCCn1c(=N)n(CCOc2ccc(OC)cc2)c2ccccc21	-6%	-15%	16µM*
CCCCOc1ccc(C(=O)N=c2sccn2C)cc1OC	-10%	-2%	?
O=C(O)CCn1c(=O)c2cccn2c2cccnc21	-9%	-4%	-7%
COc1ccc(CC(=O)NC(C)c2ccc(S(N)(=O)=O)cc2)cc1S(=O)(=O)N1CCOCC1 (stereo unspecified)	6%	-1%	-3%
O=C(O)c1cc(C(F)(F)F)nc2ccccc12	18%	-4%	14%
COc1cc(CN2CCC(n3nccc3NC(=O)C3CC3)CC2)cc(OC)c1	12%	-1%	-3%
Oc1ccccc1C1C=C(c2ccc3c(c2)OCO3)NC(c2ccc(Br)cc2)N1 (stereo unspecified)	2%	.	11µM*
O=C(OCC#CCSc1nnc(-c2cccc3ccccc23)o1)c1ccc(Br)cc1	-4%	-1%&-5%	.
O=S(=O)(c1cccc(F)c1)N1CCCN(c2ccc(C(F)(F)F)cn2)CC1	-12%	-21%	0%
Cc1ccccc1C(=O)Oc1ccccc1C(=O)N1CCOCC1	2%	-6%	-11%
CCC(=O)N1CCc2cc(S(=O)(=O)NC(C(=O)NCc3ccc(F)cc3)C(C)C)ccc21 (stereo unspecified)	-6%	-4%	10%
